AMA1-RON2 inh: disrupts binding of P. falciparum AMA1 to RON2. AlphaScreen AMA1-biotinylated RON2 peptide binding. Potency, µM (titrated, usually from 58.2 µM), for inactives: top-dose activity change, negative = inhibition, most hits filed as inhibitors. 360,000 tested, 0.2% active;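 also: potency is read from the fitted curve at half-maximal effect; 0% = vehicle wells and -100% = peptide control; nearly all actives have a fitted effect of over 45% in size; some results filed as inactive show a strong effect at the top dose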
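AMA1 (3D7) with his tag at 25 nM final met compounds first, then biotinylated RON2 peptide at 25 nM; detection used donor plus acceptor beads, 10 µg/mL apiece, read by AlphaScreen after 30 min at room temperature.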
HCMV antiviral: human cytomegalovirus inhibition; HFF cells, HCMV-luciferase reporter, 72 h; hits give low values; activity change, negative = inhibition, % at 57.5 µM; 410,000 tested, 4.5% active; AID 1259415; in the data active = activity change below about -60%; inconclusive = no clear call, values can overlap the other calls; inactive = above about -39%
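Inhibition of viral replication was scored as loss of reporter luminescence in HFFs infected with HCMV-luciferase (MOI 1 PFU/cell) for 72 h; compounds tested at 2 doses, normalized to buffer and Salinomycin controls.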
Sm TGR block: blocks Schistosoma mansoni thioredoxin glutathione reductase; Q962Y6; purified TGR, DTNB reduction, TNB absorbance 405 nm; Potency, µM (highest dose often 114 µM), without a hit: top-dose activity change, negative = inhibition, usual class: inhibitors; 360,000 tested, 3% active; AID 485364; also: potency is read from the fitted curve at half-maximal effect; nearly all actives have a fitted effect of over 60% in size
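Kinetic colorimetric format: TGR-catalysed, NADPH-driven DTNB reduction monitored via TNB absorbance. Enzyme dispensed at 20 nM; compound exposure 15 min at room temperature before reaction start.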
LmPK inh: blocks Leishmania mexicana pyruvate kinase activity; Q27686; purified LmPK, Kinase-Glo ATP luminescence, 1 h; Potency, µM (doses to about 57.5 µM), inactives show at the highest dose activity change, negative = inhibition, actives largely listed as inhibitors; 290,000 tested, 0.37% active; also: potency is read from the fitted curve at half-maximal effect
Target sequence (Q27686 whole entry, looked up): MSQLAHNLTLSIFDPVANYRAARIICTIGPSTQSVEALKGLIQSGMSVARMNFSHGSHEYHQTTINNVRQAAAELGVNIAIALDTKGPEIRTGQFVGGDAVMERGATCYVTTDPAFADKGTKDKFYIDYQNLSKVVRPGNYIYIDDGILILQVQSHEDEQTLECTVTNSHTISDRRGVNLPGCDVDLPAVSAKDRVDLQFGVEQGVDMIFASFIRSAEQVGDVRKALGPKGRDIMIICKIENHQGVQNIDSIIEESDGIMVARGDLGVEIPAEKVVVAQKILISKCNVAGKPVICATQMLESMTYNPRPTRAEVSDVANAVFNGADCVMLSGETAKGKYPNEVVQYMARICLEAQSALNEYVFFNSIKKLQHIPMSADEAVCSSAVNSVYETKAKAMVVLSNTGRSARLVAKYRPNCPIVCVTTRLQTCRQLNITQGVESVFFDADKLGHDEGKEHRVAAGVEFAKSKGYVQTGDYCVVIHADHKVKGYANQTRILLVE
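Screened at intermediate enzyme activity to detect both inhibitors and activators: LmPK at 0.1 nM, with a 0.5 nM enzyme column as activation reference. PEP 0.5 mM, ADP 0.1 mM; ATP detected by luminescence after 1 h.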
AmpC no deterg: AmpC beta-lactamase inhibition without detergent. P00811. Potency, µM (series often up to 57.1 µM), for inactives: at the highest dose activity change, negative = inhibition, hits mostly inhibitors. 330,000 tested, 0.52% active. AmpC nitrocefin hydrolysis, absorbance 480 nm, 0.0001% Triton;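 also: potency is read from the fitted curve at half-maximal effect; plate controls were no compound for no effect and no enzyme for full effect; nearly all actives have a fitted effect of over 20% in size; some results filed as inactive show a strong effect at the top dose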
Target sequence (P00811 whole entry, looked up): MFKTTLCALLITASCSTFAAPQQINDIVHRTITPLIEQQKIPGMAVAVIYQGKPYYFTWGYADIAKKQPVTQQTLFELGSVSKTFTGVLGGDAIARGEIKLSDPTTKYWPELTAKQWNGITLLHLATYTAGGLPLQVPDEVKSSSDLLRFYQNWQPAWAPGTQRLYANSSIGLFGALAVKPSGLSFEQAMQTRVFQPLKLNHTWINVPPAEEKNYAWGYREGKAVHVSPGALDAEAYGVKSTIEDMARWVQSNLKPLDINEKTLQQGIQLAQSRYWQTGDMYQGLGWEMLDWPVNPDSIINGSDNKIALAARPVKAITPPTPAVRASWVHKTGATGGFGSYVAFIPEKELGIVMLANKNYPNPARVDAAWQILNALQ
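AmpC (5.3 nM in the dispensed reagent) in 20 mM phosphate pH 7.0 with 0.01% (detergent screen) or 0.0001% Triton X-100 was preincubated with compounds for 15 min at room temperature. Nitrocefin was then added from an 800 uM solution, and hydrolysis was followed at 480 nm.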
AmpC detergent: AmpC beta-lactamase inhibition with detergent present; Potency, µM (titrated, usually from 114 µM), for the others: at the top dose activity change, negative = inhibition, hits mostly inhibitors; 370,000 tested, 0.041% active; AID 485294; AmpC hydrolysis of nitrocefin, absorbance 480 nm, 0.01% Triton; P00811;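 also: potency is read from the fitted curve at half-maximal effect; 0% = no-compound wells and -100% = no-enzyme wells; nearly all actives have a fitted effect of over 25% in size; some results filed as inactive show a strong effect at the top dose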
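AmpC (5.3 nM in the dispensed reagent) in 20 mM phosphate pH 7.0 with 0.01% (detergent screen) or 0.0001% Triton X-100 was preincubated with compounds for 15 min at room temperature. Nitrocefin was then added from an 800 uM solution, and hydrolysis was followed at 480 nm.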
Tb PYK inh: blocks Trypanosoma brucei pyruvate kinase; 410,000 tested, 0.12% active; Q57TT1; TbPYK enzyme, Kinase-Glo Plus ATP luminescence, 45 min; Potency, µM (highest dose often 76.8 µM), inactives show at the highest dose activity, negative = inhibition, actives largely listed as inhibitors; also: potency is read from the fitted curve at half-maximal effect; nearly all actives have a fitted effect of over 50% in size
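Luminescent Kinase-Glo Plus end-point after 45 min room-temperature reaction of T. brucei pyruvate kinase started with 130 uM ADP (final). Buffer TEA 50 mM pH 7.2 with KCl, MgCl2, BSA, Tween-20; titration-based qHTS with fitted concentration-effect curves.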
* hit, by the source's call; ? = inconclusive; . = not tested or not shown; & = joins results of further samples; [ ] = another dose, or the depositor's remark. Unless noted, calls follow the shape of the dose curve; as a rule, active = well fitted curve in the direction sought with a large enough effect; inconclusive = small, poorly fitted or top-dose-only effect, or another doubt; inactive = no such curve, though single readings can be large; an effect the other way counts as inactive or inconclusive. Unless noted, % is scaled to controls: 0 for no effect and ±100 for the full control effect.

no.	molecule	AMA1-RON2 inh	HCMV antiviral	Sm TGR block	LmPK inh	AmpC no deterg	AmpC detergent	Tb PYK inh
1	COc1ccc(-c2nnc(SC(C)C(=O)NNC(=O)c3ccc(C)cc3)o2)cc1 (stereo not given)	5%[2.32 µM]	-24	-7%	3%	-25%	?	-4%
2	CCN(CC)S(=O)(=O)c1ccc(C(=O)NCCSc2c(-c3ccc(OC)cc3)[nH]c3ccccc23)cc1	.	-23	-3%	.	.	-9%	0%
3	Cc1ccc(S(=O)(=O)N2CCN(C(=O)c3ccccn3)CC2)cc1	-9%	4	-7%	1%	-22%	-14%	-1%
4	CCOc1ccc(/C=N/NC(=O)c2nnn(-c3nonc3N)c2-c2ccc(OCC)cc2)cc1	8%	26	3%	0%	-18%	?	4%
5	COc1cccc(-c2nn(C)c3sc(C(=O)NCc4ccc(OC)cc4OC)cc23)c1	.	-39	10%	.	.	4%	1%
6	O=S1(=O)CC(N2CC=CC2)CN1Cc1cn(Cc2cccc(C(F)(F)F)c2)nn1 (stereo not given)	2%	33	.	.	.	.	5%
7	Cn1c(O)c(C(=Nc2ccccc2)SCc2ccccc2Cl)c(=O)n(C)c1=O	19%	-65*	?	-3%	-12%	-8%	-16%
8	CCN1C(N(C)CCc2cccs2)=N[C@@H](c2ccccc2)C(C(=O)OC)=C1C	-2%	-26	4%&-22%	-10%&-3%	-5%&15%	?	-15%
9	CCC(=O)N1CCc2cc(S(=O)(=O)CCC(=O)N(C)c3ccc(OC)cc3OC)ccc21	14%	?	-2%	3%	49%	0%	0%
10	O=c1c2ccccc2nc(N/N=C/c2ccc(O)cc2)n1O	83%[activator]	9	-22%	?	-9%	-12%	3%
11	COc1ccc(S(=O)(=O)N(C)CC(=O)NCc2ccco2)cc1	1%	1	?	1%	4%	2%	-7%
12	C#Cc1ccc([C@H]2C=C(C(=O)N3CCOCC3)O[C@@H](OCc3ccc(CO)cc3)C2)cc1	-2%	9	?	6%	117%[activator]	1%	-8%
13	CCCCN(C)C(=O)c1ccc2c(c1)N(CC)C(=O)c1ccccc1S2(=O)=O	-3%	-8	7%	4%	35%	?	-5%
14	COC1=CC=C2[C@H]3Cc4ccc(OC)c5c4[C@@]2(CCN3C)C1O5 (stereo not given in full)	-2%	24	.	.	-17%	.	2%
15	CCc1ccccc1N(C)C(=O)c1nn(C)c2c1CSc1ccccc1-2	.	6	-8%	.	.	8%	-21%
16	Cc1cc(-c2c(C)[nH]n(-c3ccc(Cl)cc3)c2=O)n(-c2ccccc2)n1	0%	5	11%	3%	-15%	0%	1%
17	CC(C)C(=O)N1CCN(c2ccccc2NC(=O)c2ccc(Br)o2)CC1	-9%	13	.	.	20%	.	4%
18	O=S(=O)(NCCNS(=O)(=O)c1c(F)cccc1F)c1ccc2c(c1)OCCO2	.	-3	.	.	-11%	.	-5%
19	COc1cccc(NC(=O)C2(C)CCN2C(=O)Cc2ccc(C(C)C)cc2)c1 (stereo not given)	4%	-9	.	.	.	.	-3%
20	CCOC(=O)N1CCN(C(=O)c2cn(CC)c3cc(N4CCN(C)CC4)c(F)cc3c2=O)CC1	.	.	-26%	-6%	-18%	1%	.
21	COc1cc2ccccc2cc1C(=O)Nc1ccc(N2CCN(C(=O)C(C)C)CC2)cc1	-1%	-4	-1%	5%	-1%	-5%	-2%
22	O=C(CN(c1cccc(Cl)c1)S(=O)(=O)c1ccc(Cl)cc1)NCc1ccccn1	37%[activator]	-16	-7%	-9%	87%[activator]	2%	2%
23	COc1cccc(-c2cc(C(=O)NCC3CCCO3)c3ccccc3n2)c1 (stereo not given)	-8%	6	-5%	0%	-20%	-5%	-13%
24	COc1ccc(CCNC(=O)c2ccc(N3CCCC3=O)cc2)cc1	0%	-22	-16%	2%	-8%	-6%	-1%
25	Cc1cc(=O)oc2cc(OCC(=O)OCC(=O)NC(C)C)ccc12	-2%	3	1%	2%	-3%[2.29 µM]	5%	-21%
26	c1ccc2c(c1)nc1n2CCN1	-9%	25	10%	-4%	-7%	2%	-7%
27	CCC1(C)CN=C(c2ccccc2)NC1 (stereo not given)	-22%	-23	.	.	.	.	-7%
28	CC(=O)C1=C(O)C(=O)N(c2ccccn2)C1c1cccc(F)c1 (stereo not given)	-11%	-9	-16%	6%	-11%	-4%	-9%
29	O=c1[nH]ncc(NCCCO)c1Cl	-15%	-12	3%	0%	-17%	-2%	0%
30	COc1ccc(CCNC(=O)c2cc3c(C)nccc3[nH]c2=O)cc1OC	-16%	-27	5%	12%	-37%	1%	9%
31	O=C(CCn1nnc2ccccc21)Nc1nnc(COc2ccccc2F)s1	-2%	13	0%	3%	-9%	-12%	-12%
32	CC(C)(C)c1ccc(OCC(=O)N(Cc2ccco2)Cc2ccccc2F)cc1	.	14	1%	.	.	27%	0%
33	Cc1ccc(Nc2cc(C)nc(N3CCOCC3)n2)cc1	-12%	276	-25%	0%	0%	4%	3%
34	O=C(CCc1nnc(CCC2CCCCC2)o1)NCCn1cccn1	-2%	-39	12%	3%	49%	-1%	4%
35	COC(CNC(=O)c1cnn2c(C)c(Cc3ccccc3)c(C)nc12)OC	-24%	-27	-14%	-4%	138%[activator]	3%	2%
36	CCOc1ccc(S(=O)(=O)Nc2cc(OC)c(OC)cc2C(=O)O)cc1	-19%	-11	1%	2%	-25%	0%	1%
37	CCOC(=O)c1c(C)oc2nc(C)nc(NCc3ccccc3OC)c12	.	-7	3%	.	.	1%	-2%
38	O=C(CNC(=O)OCc1ccccc1)NC(Cc1cnc[nH]1)C(=O)O (stereo not given)	5%	7	.	.	.	.	-10%
39	Nc1cccc(NP(=O)(c2ccccc2)c2ccccc2)c1	-1%	0	1%	0%	0%	-5%	-4%
40	Cc1ccc(-n2nc(C)cc2NC(=O)CC#N)cc1	2%	-20	3%	-10%	-23%	-9%	1%
41	CCOC(=O)c1c(CSc2ccccc2)n(C)c2cc(Br)c(OCC(O)CNC(CO)(CO)CO)cc12 (stereo not given)	?	-63*	-4%	-4%	77%[activator]	?	-8%
42	CCOC(=O)CNC1CC(=O)N(c2ccc(Br)cc2)C1=O (stereo not given)	63%[activator]	12	10µM*	-12%	-23%	1%	0%
43	CC/C(=N/Nc1ccccc1)c1cnnc(-c2ccccc2)n1	-2%	?	-15%	6%	-17%	-9%	1%
44	CCOC(=O)C1(C)CCCN(C(=O)c2ccc(OC(F)F)cc2)C1 (stereo not given)	1%	25	.	.	.	.	0%
45	CCCc1nnc(NC(=O)CCC(=O)N2CCN(Cc3cc(F)ccc3OC)CC2)s1	-14%	?	0%	-1%	123%[activator]	?	-3%

An excerpt of these results, field by field:
#42 CCOC(=O)CNC1CC(=O)N(c2ccc(Br)cc2)C1=O (stereo not given)
  AMA1-RON2 inh: 63%[activator]	HCMV antiviral: 12	Sm TGR block: 10µM*	LmPK inh: -12%	AmpC no deterg: -23%	AmpC detergent: 1%	Tb PYK inh: 0%

#36 CCOc1ccc(S(=O)(=O)Nc2cc(OC)c(OC)cc2C(=O)O)cc1
  AMA1-RON2 inh: -19%	HCMV antiviral: -11	Sm TGR block: 1%	LmPK inh: 2%	AmpC no deterg: -25%	AmpC detergent: 0%	Tb PYK inh: 1%

#32 CC(C)(C)c1ccc(OCC(=O)N(Cc2ccco2)Cc2ccccc2F)cc1
  AMA1-RON2 inh: .	HCMV antiviral: 14	Sm TGR block: 1%	LmPK inh: .	AmpC no deterg: .	AmpC detergent: 27%	Tb PYK inh: 0%

The listing continues.
no.	molecule	AMA1-RON2 inh	HCMV antiviral	Sm TGR block	LmPK inh	AmpC no deterg	AmpC detergent	Tb PYK inh
46	Nc1c(-c2cccc(Cl)c2)cnn1-c1ccccc1	-6%	.	2%	-2%	-23%	-5%	-4%
47	O=C(NCCOc1ccccc1)C1CCCN1C(=O)c1cccs1 (stereo not given)	13%	-29	?	1%	-21%	-11%	2%
48	COc1cccc(/C=C/C(=O)Oc2ccc(C(=O)c3ccc(F)cc3)cc2)c1	27%	55	-2%	1%	-17%	8%	-1%
49	CC1(C)OC(=O)NC1c1ccccc1 (stereo not given)	3%	-18	.	.	.	.	5%
50	Clc1ccc(Oc2nc(Oc3ccc(Cl)cc3)nc(N3CCOCC3)n2)cc1	0%	5	2%	1%	15%	7%	-1%
51	COC(=O)c1ccc(NC(=O)c2ccc(F)cc2)o1	-1%	-1	8%	-2%	-8%	-13%	5%
52	CCOc1ccc2[nH]c(=O)c(CN(Cc3ccc(F)cc3)C(=O)c3ccco3)cc2c1	-6%	-24	6%	8%	-12%	-15%	-6%
53	COc1ccc(C2NC3=C(CCCC3)C(C#N)(C#N)C2(C#N)C#N)cc1 (stereo not given)	.	.	1.8µM*	4%	-21%	5%	.
54	O=[N+]([O-])c1cccnc1Oc1cccnc1	-8%	20	4%	-7%	-4%	-5%	-8%
55	COC(=O)C1=C(CS(=O)(=O)c2ccccc2)NC(=O)NC1c1ccc(OC)c(OC)c1 (stereo not given)	6%	-25	-1%	-2%	-14%	-9%	-6%
56	COCCN(C(=O)CSc1nc2ccccc2s1)c1c(N)n(Cc2ccccc2)c(=O)[nH]c1=O	0%[11.6 µM]	29	.	.	.	.	-9%
57	CCn1c(SCC(=O)Nc2ccc(S(N)(=O)=O)cc2)nnc1-c1cccc(OC)c1	-7%	-10	1%	5%	-2%	-14%	-2%
58	COC(=O)CSc1ncccc1-c1nc2ccccc2[nH]1	4%	20	4%	-2%	-22%	-10%	0%
59	Cc1cccc(Cn2nc(C)c(NC(=O)c3ccc(F)cc3)c2C)c1	-5%	-20	5%	-2%	-10%	2%	-7%
60	Cc1c(C(=O)NCCN2CCOC2=O)oc2c(F)cccc12	16%	-27	-6%	-2%	-1%	-5%	3%
61	S=C(NCc1ccc(Cl)c(Cl)c1)NCc1ccco1	10%	33	0%	0%	-42%	?	-9%
62	CCOC(=O)c1ccc(N2C(=O)CC(N3CCC(O)(c4ccc(Br)cc4)CC3)C2=O)cc1 (stereo not given)	11%	-29	50µM*	1%	22%	3%	-9%
63	COc1ccc(-c2nc(C)sc2C)cc1	-8%	?	1%	-10%	-7%	5%	-17%
64	COC(=O)c1cc(Nc2nc3ccccc3nc2NS(=O)(=O)c2ccc(C)cc2)ccc1Cl	.	-106*	8%	.	.	8%	-6%
65	Cn1c(=O)c2c(ncn2CC(=O)OCC(=O)NCc2ccccc2Cl)n(C)c1=O	10%	14	0%	1%	-3%	-4%	-7%
66	COc1cccc(-c2nnc(-c3ccc4ccccc4c3)o2)c1	1%	9	.	.	.	.	1%

High-throughput results from PubChem.
